Screens: PubChem BioAssay, several laboratories
HePTP inhibitor – inhibitors of human HePTP phosphatase. P35236. recombinant HePTP phosphatase activity, OD absorbance. inhibition, % at 20 µM. 110,000 compounds, 0.64% hits; in the data active means inhibition above about 50%;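 further: plate controls were vehicle for no effect and reference inhibitor for full effect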
Target sequence (P35236 whole entry, looked up): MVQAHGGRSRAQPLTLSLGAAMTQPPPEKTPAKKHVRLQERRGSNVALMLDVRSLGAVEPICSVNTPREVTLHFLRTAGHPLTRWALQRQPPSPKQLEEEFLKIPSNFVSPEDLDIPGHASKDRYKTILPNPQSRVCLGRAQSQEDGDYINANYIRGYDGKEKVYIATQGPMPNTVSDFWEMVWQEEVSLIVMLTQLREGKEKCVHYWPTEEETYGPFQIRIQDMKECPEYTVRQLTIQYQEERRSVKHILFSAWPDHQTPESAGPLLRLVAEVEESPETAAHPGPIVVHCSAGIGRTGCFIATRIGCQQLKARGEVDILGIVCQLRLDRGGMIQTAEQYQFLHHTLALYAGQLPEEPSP
BAP1 block – blocks human BAP1 ubiquitin-AMC hydrolysis | recombinant BAP1, Ub-AMC hydrolysis fluorescence kinetic; active compounds read low | 72,000 compounds, 0.48% hits | activity remaining (% of control), % at 20 µM;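 active means activity remaining at or below 50% of control, provided the compound also passes the data quality filters; inactive means the rest, including low values that fail the filters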;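 further: 100% = DMSO wells rate and 0% = substrate alone blank rate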
Target sequence (Q92560 whole entry, looked up): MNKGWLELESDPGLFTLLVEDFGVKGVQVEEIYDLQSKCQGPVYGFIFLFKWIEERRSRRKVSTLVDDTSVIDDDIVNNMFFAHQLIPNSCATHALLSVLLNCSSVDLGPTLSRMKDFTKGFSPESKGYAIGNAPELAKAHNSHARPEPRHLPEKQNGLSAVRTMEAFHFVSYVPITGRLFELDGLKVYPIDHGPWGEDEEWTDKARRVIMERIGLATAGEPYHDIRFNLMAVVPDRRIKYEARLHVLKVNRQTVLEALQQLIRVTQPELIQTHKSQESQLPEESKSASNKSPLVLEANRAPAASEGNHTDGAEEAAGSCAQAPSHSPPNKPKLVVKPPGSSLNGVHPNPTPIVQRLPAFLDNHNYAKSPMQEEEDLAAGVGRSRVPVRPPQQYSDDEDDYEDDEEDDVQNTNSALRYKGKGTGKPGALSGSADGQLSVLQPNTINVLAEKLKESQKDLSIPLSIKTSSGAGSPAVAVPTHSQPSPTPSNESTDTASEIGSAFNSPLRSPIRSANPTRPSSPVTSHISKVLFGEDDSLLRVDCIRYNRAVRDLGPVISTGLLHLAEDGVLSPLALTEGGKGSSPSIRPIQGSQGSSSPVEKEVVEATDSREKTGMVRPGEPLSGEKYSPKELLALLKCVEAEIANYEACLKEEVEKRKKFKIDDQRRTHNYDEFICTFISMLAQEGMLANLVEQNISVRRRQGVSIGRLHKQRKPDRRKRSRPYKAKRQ
* marks the source's active call; other numbers are inactive results; · = no result given; & = joins results of further samples.

Results follow in this order: HePTP inhibitor | BAP1 block
- CC(C)CC(=O)N1CCN(Cc2ccccc2F)CC1
 : -3 | ·
- C(=N\n1cnnc1)/c1ccccn1
 : 6 | 98
- CC1(C)CC(Cc2ccccc2)(C(CO)CNCc2ccc(O)cc2)CCO1 (stereo not drawn)
 : 11 | ·
- COCCCNC(=O)C(=O)Nc1ccc(Cl)cc1
 : -10 | ·
- CCOc1ccc(-c2nnc3ccc(SCC(=O)N4CCN(c5ccccc5)CC4)nn23)cc1
 : 6 | 102
- CCC(C(=O)c1ccc(O)cc1)c1ccccc1 (stereo not drawn)
 : 2 | 116
- N=c1sc(Cc2ccccc2Cl)cn1CC(=O)c1ccc(Br)cc1
 : 2 | ·
- C=CCNC(=O)Cn1nc(-c2ccccc2)ccc1=O
 : -4 | 102
- CC(C)Cc1c(O)nc(SCCN2CCOCC2)[nH]c1=O
 : 10 | 124
- Cc1nn2c(N3CCN(C(=O)c4ccco4)CC3)cc(C(C)(C)C)nc2c1-c1ccccc1
 : -8 | ·

Three compounds from above, sorted by their value in HePTP inhibitor, lowest first.
SMILES | HePTP inhibitor
CC(C)CC(=O)N1CCN(Cc2ccccc2F)CC1 | -3
N=c1sc(Cc2ccccc2Cl)cn1CC(=O)c1ccc(Br)cc1 | 2
CCOc1ccc(-c2nnc3ccc(SCC(=O)N4CCN(c5ccccc5)CC4)nn23)cc1 | 6

Remaining list, next part
Results follow in this order: HePTP inhibitor | BAP1 block
- CCOc1ccccc1N(CC(=O)NC(C)(C)C)C(=O)c1ccc(CN2CCOCC2)o1
 : 15 | 103
- NNC(=O)c1n[nH]c2c1CCCCCCCCCC2
 : 6 | ·
- CCCOC(=O)c1ccc(NC(=O)COc2ccc(C(C)C)cc2)cc1
 : -16 | ·
- Cc1ccccc1/C=N/N1CCN(Cc2ccccc2Cl)CC1
 : 6 | ·
- O=C(CCN1CCCCCC1)Nc1ccc(F)cc1
 : -5 | 133
- COc1ccc(N2CCN(C(c3cccs3)c3nnnn3C3CCCC3)CC2)cc1 (stereo not drawn)
 : 10 | 87
- O=C(c1nc(-c2ccccc2)n(-c2ccccc2)n1)N1CCCCCC1
 : 14 | 101
- CCc1nc(OCCN(C)C)c2oc3ccccc3c2n1
 : 7 | 105
- Cc1ccc(N(C)C)cc1NC(=O)CCC(=O)O
 : 4 | ·
- CSc1sc(C(=O)O)c2c1C(=O)CCC2
 : 5 | 74
- Cc1cccc(C(=O)O/N=C(\c2ccncc2)c2ccc([N+](=O)[O-])cc2)c1
 : 9 | ·
- CCOC(=O)c1cc2sccc2n1CC(=O)N1CCN(C(=O)c2ccco2)CC1
 : 5 | 96
- COC(=O)c1ccc(NC(=O)CSC(N)=O)cc1
 : 6 | ·
- COc1ccc2oc(=O)c(-c3ccc(I)cc3)cc2c1
 : 6 | ·
- CC(=O)c1cccc(NC(=O)/C=C/c2ccccc2)c1
 : -1 | ·
- CC1CC(Nc2ccccc2)c2ccccc2N1C(=O)/C=C/c1ccco1 (stereo not drawn)
 : -6 | ·
- O=C(/C=C/c1ccccc1)NC(=S)Nc1cccc(C(F)(F)F)c1
 : -13 | ·
- O=C(CNS(=O)(=O)c1ccc(Br)s1)Nc1ccc2c(c1)OCCO2
 : 2 | 103
- COc1ccc(N2C(=O)CC(Cc3ccccc3OC)C2=O)cc1 (stereo not drawn)
 : 2 | ·
- CC(C)Cc1nc2oc3c(NCc4cccnc4)ncnc3c2c2c1CCC2
 : 2 | ·
- CCOC(=O)c1c(C)[nH]c(/C=C2\C(=O)C=Cc3ccccc32)c1O
 : 11 | ·
- Cc1cc([N+](=O)[O-])c2[nH]c(C(=O)N/N=C/c3ccncc3)c(-c3ccccc3)c2c1
 : 0 | ·
- CC1CCc2c(sc3nc(-c4cccs4)oc(=O)c23)C1 (stereo not drawn)
 : -5 | ·
- COCCOCCn1c(CCCO)nc2ccccc21
 : 11 | 95
- CCOc1ccc(NC(=O)/C(=C\c2cccnc2)NC(=O)c2ccc(C)cc2)cc1
 : -3 | ·
- O=C(O)C1CC(=O)N(CCc2c[nH]c3ccccc23)C1 (stereo not drawn)
 : 8 | 104
- CN(C)c1ccc(/C=C2\C(=O)Nc3ccccc32)cc1
 : · | 81
- O=C1S/C(=C/c2ccccc2)C(=O)N1CNc1ccccc1F
 : 5 | ·
- O=C1OCc2c1[nH]c(=O)[nH]c2=O
 : · | 116
- Cc1c(C2N3CC4(C)CN2CC(C)(C3)C4=O)c2ccccc2n1C (stereo not drawn)
 : 3&1 | 97
- Cc1c(C(=O)OCC(C)C)[nH]c2c1C(=O)CC(c1ccco1)C2 (stereo not drawn)
 : -3 | 79
- CCN(CC)CCOC(=O)C1(c2ccccc2)CCOCC1
 : 6 | 100
- Cc1nnc(NC(=O)C(C)Sc2nncn2C)s1 (stereo not drawn)
 : 7 | 95
- Cn1c(SCc2nc(-c3ccc(Cl)cc3)no2)nnc1-c1ccco1
 : -1 | 94
- CCCN(CCO)Cc1cccc(Br)c1
 : 9 | 98
- CCOc1ccc(OCC)c(NC(=O)Cn2cccc2)c1
 : -5 | 148
- C/C(N)=C(/C#N)C(=O)CSc1n[nH]c(-c2ccccc2Br)n1
 : -10 | ·
- O=C(NCc1ccc(Cl)c(Cl)c1)c1ccco1
 : 2 | 86
- N#CCSc1nnc(COc2cccc3ccccc23)n1-c1cccc(Cl)c1
 : 10 | 80
- Cc1ccc(C(=O)Nc2ccccc2C(=O)NCCC(=O)O)cc1
 : 5 | ·
- O=C(CN1C(=O)C2C3C=CC(C3)C2C1=O)NCCC1=CCCCC1 (stereo not drawn)
 : 4 | 101
- O=S(=O)(Nc1cccnc1)c1cc(Cl)c(Cl)cc1Cl
 : 0 | ·
- COc1ccc(-c2csc(N(CCCN(C)C)C(=O)c3cccs3)n2)cc1
 : 6 | 93
- Cc1nn(C(=O)c2cc3sccc3[nH]2)c(C)c1C
 : 1 | 72
- Nc1cc(-c2ccc(Br)cc2)nn1S(=O)(=O)c1ccccc1
 : 1 | 89
- CCOCc1nc(C)c(Cl)c(NS(=O)(=O)c2ccc(N)cc2)n1
 : 7 | 113
- C=CCn1c(SCC(=O)Nc2c(C)cccc2C)nnc1-c1ccncc1
 : -5 | 92
- Cc1ccc(S(=O)(=O)Nc2cccc3ccccc23)cc1[N+](=O)[O-]
 : 5 | ·
- CCOC(=O)N1CCC(NC(=O)C2CCC(CNS(=O)(=O)c3ccc(OC)cc3)CC2)CC1 (stereo not drawn)
 : 4 | 112
- COc1ccc(-c2nnc(NC(=O)c3cccs3)s2)cc1OC
 : -2 | ·

(further entries)
Results follow in this order: HePTP inhibitor | BAP1 block
- Fc1ccccc1OCCCCn1cncn1
 : 10 | 134
- CCOC(=O)C1=C(O)/C(=C/c2cccc(Br)c2)SC1=Nc1ccccc1
 : 4 | ·
- Cc1ccc(C)c(S(=O)(=O)C(C#N)c2nc3ccccc3nc2N2CCCC2)c1 (stereo not drawn)
 : -5 | 95
- CCOC(=O)C(C)Oc1ccc2oc(C)c(C(=O)OCCOC)c2c1 (stereo not drawn)
 : 4 | ·
- CC(=O)Nc1ccc(N2C(=O)C3C4c5ccccc5C(c5ccccc54)C3C2=O)cc1Cl (stereo not drawn)
 : -16 | ·
- CC1=C(C(=O)OCc2ccccc2)C(c2ccccc2I)NC(=O)N1C (stereo not drawn)
 : · | 104
- CC(C)CC(N)C(=O)OCc1ccccc1 (stereo not drawn)
 : · | 108
- COC(=O)CSc1nc(N)c(C#N)c(-c2ccccc2)c1C#N
 : · | 95
- CC1(C)NC(=O)N(CCCCOc2ccc3c(c2)CCC3)C1=O
 : 3 | 76
- Cc1occc1-c1nnc(SCC(=O)NCc2ccco2)n1CC(C)C
 : 20 | 103
- CC(=O)Nc1cc2c(cc1C(=O)c1ccc(C)cc1)OCCO2
 : 8 | 115
- O=C(O)COc1cccc2nsnc12
 : -5 | 80
- CCc1ccc(NC(=O)COc2ccc(C)cc2)cc1
 : -12 | ·
- N#CCCNCC1(c2ccccc2)CCCC1
 : 3 | 100
- Oc1c(/C=C2/C=Nc3ccccc32)sc(=S)n1Cc1ccccc1
 : 4 | ·
- Cc1ccc(C2/C(=C(\O)c3c(C)nc4ccccn34)C(=O)C(=O)N2CCCN(C)C)o1 (stereo not drawn)
 : -2 | 70
- CCOCCOC(=O)C1=C(C)NC(=O)NC1c1ccc(OC)cc1 (stereo not drawn)
 : · | 100
- COc1ccc(-n2nnnc2SCC(=O)N2C(C)CCCC2C)c(OC)c1 (stereo not drawn)
 : -8 | 102
- O=C(NC1CCCCC1)C(c1ccco1)N(Cc1ccco1)C(=O)c1ccco1 (stereo not drawn)
 : -5 | 88
- C=CCn1c(SCn2nnc3ccccc3c2=O)nnc1C1CCCCC1
 : 10 | 115
- Cc1ccc(N(C(=O)c2ccc(S(=O)(=O)N3CCOCC3)cc2)C2C=CS(=O)(=O)C2)cc1 (stereo not drawn)
 : 4 | 85
- CCOC(=O)C1=C(N)OC2=C(C(=O)CC(C)(C)C2)C1c1cccc(Br)c1 (stereo not drawn)
 : 1 | ·
- Cn1nc(-c2ccccc2F)c2cc(C(=O)N3CCN(C(=O)c4ccco4)CC3)sc21
 : 7 | 109
- COC(=O)c1ccc2c(=O)n3c(nc2c1)SCC(c1ccccc1)=N3
 : 6 | 107
- CC1=C(C(=O)Nc2ccc(Cl)cc2)C(c2ccccc2F)NC(=S)N1 (stereo not drawn)
 : 6 | ·
- Cc1cccc(N2CCN(C(=S)c3ccc(OCc4ccccc4)cc3)CC2)c1
 : -16 | ·
- OCC1NCC(O)C(O)C1O (stereo not drawn)
 : · | 90
- CCCCn1c(N)nc2ccccc21
 : · | 82
- O=C(CCC(=O)N/N=C/c1ccccc1C(F)(F)F)N/N=C/c1ccccc1C(F)(F)F
 : -18 | ·
- O=C(N(c1cccc(C(F)(F)F)c1)C1C=CS(=O)(=O)C1)C(F)(F)F (stereo not drawn)
 : -8 | ·

Sorted by molar mass (ascending): some entries from above
Results follow in this order: HePTP inhibitor | BAP1 block
- OCC1NCC(O)C(O)C1O (stereo not drawn)
 : · | 90
- CCCCn1c(N)nc2ccccc21
 : · | 82
- COC(=O)c1ccc2c(=O)n3c(nc2c1)SCC(c1ccccc1)=N3
 : 6 | 107
- O=C(N(c1cccc(C(F)(F)F)c1)C1C=CS(=O)(=O)C1)C(F)(F)F (stereo not drawn)
 : -8 | ·
- Cc1cccc(N2CCN(C(=S)c3ccc(OCc4ccccc4)cc3)CC2)c1
 : -16 | ·
- CCOC(=O)C1=C(N)OC2=C(C(=O)CC(C)(C)C2)C1c1cccc(Br)c1 (stereo not drawn)
 : 1 | ·
- Cc1ccc(N(C(=O)c2ccc(S(=O)(=O)N3CCOCC3)cc2)C2C=CS(=O)(=O)C2)cc1 (stereo not drawn)
 : 4 | 85

Later entries:
Results follow in this order: HePTP inhibitor | BAP1 block
- CCN1CCCC1CN(Cc1cc2cc(C)cc(C)c2[nH]c1=O)C(=O)Nc1ccccc1OC (stereo not drawn)
 : -5 | 106
- CCCN(CCC(=O)Nc1ccccc1F)CC1CC1
 : 1 | 99
- COc1cc(N2C(=O)NC(=O)/C(=C\c3cc(I)c(O)c(OC)c3)C2=O)c(OC)cc1Cl
 : -12 | ·
- COc1ccc(-c2csc(NC(=O)c3ccc(S(=O)(=O)N4CCc5ccccc5C4)cc3)n2)cc1
 : · | 61
- Cc1c(C(c2ccc([N+](=O)[O-])o2)c2c(C)n(C)n(-c3ccccc3)c2=O)c(=O)n(-c2ccccc2)n1C
 : · | 110
- CC1=C(C(=O)Nc2ccccn2)C(c2cccnc2)n2nnnc2N1 (stereo not drawn)
 : 0 | 123
- O=c1cc(-c2ccc(Cl)c(Cl)c2)[nH][nH]1
 : -10 | 53
- Cc1cc(C)c2c(n1)nn1c(N3CCN(c4cccc(Cl)c4)CC3)cc(C)nc21
 : 2 | 63
- CCOC(=O)c1c(NC(=O)c2ccc3c(c2)OCO3)sc(C(=O)Nc2ccccc2F)c1C
 : 3 | ·
- CC1(C)CC(=O)C2=C(C1)OC(N)=C(C#N)C2C1C=CCCC1 (stereo not drawn)
 : 4 | 58
- O=C(NCc1ccco1)c1cccc2c1C(=O)N(C1CCCCC1)C2
 : 11 | 59
- Cc1ccccc1/C=N/N1CCN(Cc2ccc(Cl)cc2)CC1
 : 105* | ·
- C=CCOc1ccc(/C=C2\C(=O)C(C(=O)OC)=C(C)N2c2ccc(F)cc2)cc1
 : -12 | ·
- CCC1CC2(C)NC(=O)c3c(sc4c3CC(C)(C)OC4)N2C1=O (stereo not drawn)
 : -2 | 52
- COc1ccc(CN2C(=O)c3cccnc3C2Nc2cc(Cl)c(OC)cc2OC)cc1 (stereo not drawn)
 : 5 | 74
- O=C(O)/C(=C\c1cccc(Br)c1)NC(=O)c1ccccc1
 : 0 | ·
- CN1C(=O)/C(=C\c2ccc(OC(=O)c3ccc(Cl)cc3)cc2)SC1=S
 : -12 | ·
- Nc1ccc2oc(-c3cccc4ccccc34)nc2c1
 : 0 | 99
- COc1ccc(C(C)(C)C)cc1NC(=O)C1CC(=O)N(c2ccccc2)C1 (stereo not drawn)
 : 11 | ·
- COc1cccc2[nH]c3c(N4CCN(Cc5ccc6c(c5)OCO6)CC4)ncnc3c12
 : 8 | ·
- Cc1nnc(SC(=O)Cn2c3ccccc3c3ccccc32)s1
 : 6 | ·
- O=C(NCc1nnc(SCC(=O)N2CCCC2)o1)c1ccccc1F
 : 5 | 73
- CCCc1cc(C(=O)NCc2ccc(OC)cc2)no1
 : 4 | 96
- O=C(CC(c1ccccc1)c1ccccc1)Nc1ccc2c(c1)OCO2
 : -20 | ·
- Cc1ccc(CNC(=O)C(=O)NCc2ccccc2)cc1
 : -16 | ·
- Cn1c(=O)c2c(-c3ccc(C(C)(C)C)cc3)n(N3CCOCC3)cc2n(C)c1=O
 : -4 | 110
- CCc1ccccc1N1CC(C(=O)O)CC1=O (stereo not drawn)
 : 2 | 101
- O=C(NCCc1ccccc1)C1CCCN(S(=O)(=O)c2cccs2)C1 (stereo not drawn)
 : 8 | 87
- O=C(Nc1ccc(N2C(=O)C3C4C=CC(C4)C3C2=O)cc1)Nc1nncs1 (stereo not drawn)
 : 15 | 94
- Cc1ccc(NC(=O)c2ccncc2)cc1
 : 1 | ·
- COc1cccc2cc(C(=O)Nc3ccccc3C(=O)O)c(=O)oc12
 : 46 | ·
- CCCCNC(=O)CN(C1CCCCC1)S(C)(=O)=O
 : 11 | 101
